Apaf1 inhib = inhibitors of human Apaf-1 apoptosome; O14727; reconstituted apoptosome caspase-3 activity, DEVD-Rh110 fluorescence; inhibition, % at 20 µM; 330,000 tested, 0.71% active; active = inhibition of at least 40% at 20 µM;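 note: plate controls were DMSO wells for no effect and DEVD-CHO caspase inhibitor wells for full effect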
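Assay system – apoptosome proteins · Medium – Hepes buffer, pH 7.5 · Also added – cytochrome c with DEVD-Rh110 · Timing – 30 min compound preincubation, 50 min activation, room temperature · Detection – Rh110 fluorescence, excitation 480 nm, emission 540 nm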
697 NFkB inh = lowers PMA/ionomycin-induced NF-kB signal in 697 B cells; 697 B-cell NF-kB luciferase reporter, 16 h; inhibition, % at 4 µM; 330,000 tested, 0.33% active; AID 435022; in the data active = inhibition above about 35%
CCR6 antagonist = blocks CCL20-driven beta-arrestin recruitment at human CCR6; P51684; CHO-K1 CCR6 PathHunter beta-arrestin, luminescence, CCL20-stimulated; inhibition, % at 20 µM; 340,000 tested, 0.49% active;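 active = compounds whose inhibition of the agonist-driven luminescence signal at 20 µM reaches about 50%, limit read from the data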;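 note: cells stimulated with CCL20 at 14 nM final; plate controls were DMSO with CCL20 for no effect and DMSO without agonist for full effect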
Target sequence (P51684 whole entry, looked up): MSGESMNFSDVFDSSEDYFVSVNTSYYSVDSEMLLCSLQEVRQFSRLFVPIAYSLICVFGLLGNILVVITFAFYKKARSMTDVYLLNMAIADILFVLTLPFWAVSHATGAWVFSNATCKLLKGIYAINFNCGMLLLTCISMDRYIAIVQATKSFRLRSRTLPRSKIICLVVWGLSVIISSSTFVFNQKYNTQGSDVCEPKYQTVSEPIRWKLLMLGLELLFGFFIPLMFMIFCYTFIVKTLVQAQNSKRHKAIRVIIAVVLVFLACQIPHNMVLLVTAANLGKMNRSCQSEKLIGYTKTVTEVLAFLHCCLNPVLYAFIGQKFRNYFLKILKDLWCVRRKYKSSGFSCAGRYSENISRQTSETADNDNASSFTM
EBI2 antag = blocks human EBI2 receptor beta-arrestin signaling | P32249 | EBI2 beta-arrestin recruitment, luminescence, 7a,25-OHC stimulated | 360,000 tested, 0.81% active | inhibition, % at 5 µM | AID 651636; in the data active = inhibition above about 38%;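 note: enzyme fragment complementation signal reports receptor beta-arrestin coupling in cells; 0% = agonist plus DMSO wells and 100% = wells without agonist; some results beyond the cut were filed as inactive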
SENP8 inh = blocks the human protease SENP8. purified SENP8, Z-RLRGG-aminoluciferin cleavage, luminescence. AID 2540. 330,000 tested, 1.2% active. inhibition, % at 10 µM
Target sequence (Q96LD8 whole entry, looked up): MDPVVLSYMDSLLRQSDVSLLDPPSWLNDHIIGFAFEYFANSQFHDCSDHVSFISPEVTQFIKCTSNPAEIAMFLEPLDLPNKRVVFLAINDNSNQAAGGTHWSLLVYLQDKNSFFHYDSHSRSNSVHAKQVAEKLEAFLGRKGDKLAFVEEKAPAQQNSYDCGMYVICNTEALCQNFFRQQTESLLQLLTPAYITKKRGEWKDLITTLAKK
Jurkat NFkB inh = lowers PMA/ionomycin-induced NF-kB signal in Jurkat cells; PMA/ionomycin-induced NF-kB luciferase reporter, luminescence; inhibition, % at 4 µM; 330,000 tested, 0.53% active; AID 435003
Gli-Sufu antag = Gli-Sufu pathway antagonism; Sufu-KO-LIGHT fibroblasts, Gli luciferase reporter luminescence; 340,000 tested, 0.74% active; inhibition, % at 5 µM;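 active = inhibition above about 55%, limit read from the data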;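 note: 0% = DMSO-treated cells and 100% = wells with medium but no cells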
UBC13 inh = human UBC13 polyubiquitination inhibition. UBC13 polyubiquitin chain formation, TR-FRET. P61088. 330,000 tested, 0.47% active. inhibition, % at 20 µM. AID 485273; in the data active = inhibition above about 45%, passing the limit was not always enough
Target sequence (P61088 whole entry, looked up): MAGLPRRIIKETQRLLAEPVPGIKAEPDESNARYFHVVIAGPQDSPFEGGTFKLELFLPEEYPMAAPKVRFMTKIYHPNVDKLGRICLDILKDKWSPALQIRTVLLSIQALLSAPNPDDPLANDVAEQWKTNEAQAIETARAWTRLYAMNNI
* = called active by the depositor. Cut-off read from the data, not from the text of the source, unless noted: active = inhibition above about 50%; inactive = the rest.

Screening CC(OC(=O)CCN=C1NS(=O)(=O)c2ccccc21)C(=O)Nc1ccc(S(N)(=O)=O)cc1 (stereo not drawn) returned Apaf1 inhib -6, 697 NFkB inh 12, CCR6 antagonist 2, EBI2 antag 3, SENP8 inh 3, Jurkat NFkB inh -2, Gli-Sufu antag 4 and UBC13 inh -19.
For Cc1cc(C)n2c(SCC(=O)Nc3ccccc3)nnc2n1 the results were Apaf1 inhib 5, 697 NFkB inh -3, CCR6 antagonist 2, EBI2 antag -4, SENP8 inh -13, Jurkat NFkB inh -5, Gli-Sufu antag -3 and UBC13 inh 6.
Screening CCCC[C@H]1COCCS(=O)(=O)N1Cc1cccc(F)c1 returned Apaf1 inhib 13, 697 NFkB inh 0, CCR6 antagonist 20, EBI2 antag -11, SENP8 inh -3, Jurkat NFkB inh -4, Gli-Sufu antag -17 and UBC13 inh 9.
CC(C)(C)OC(=O)N1CCC(C(=O)N2CCCCCC2)CC1 was read as Apaf1 inhib 1, 697 NFkB inh 10, CCR6 antagonist -2, EBI2 antag -2, SENP8 inh -1, Jurkat NFkB inh -3, Gli-Sufu antag -26 and UBC13 inh 9.
For Cc1ccc(S(=O)(=O)Nc2cccc(C(=O)NCC(c3ccc(F)cc3)N3CCOCC3)c2)cc1 (stereo not drawn) the results were Apaf1 inhib 8, 697 NFkB inh 15, CCR6 antagonist 10, EBI2 antag 5, SENP8 inh -2, Jurkat NFkB inh -2, Gli-Sufu antag -4 and UBC13 inh 8.
For OCCNCCOc1ccccc1-c1ccccc1 the results were Apaf1 inhib -7, 697 NFkB inh -7, CCR6 antagonist 4, EBI2 antag 1, SENP8 inh 0, Jurkat NFkB inh -1, Gli-Sufu antag -2 and UBC13 inh 4.
Screening O=C(N/N=C1\C2CN3CCN(C2)CC1(c1ccccc1)C3)Nc1ccccc1 returned Apaf1 inhib 6, 697 NFkB inh 14, CCR6 antagonist 5, EBI2 antag -11, SENP8 inh -6, Jurkat NFkB inh 3, Gli-Sufu antag 9 and UBC13 inh 12.
Screening Cc1onc(-c2ccccc2)c1C(=O)NCc1ccc(F)cc1 returned Apaf1 inhib -5, 697 NFkB inh -7, CCR6 antagonist 11, EBI2 antag 8, SENP8 inh -3, Jurkat NFkB inh -20, Gli-Sufu antag 6 and UBC13 inh -10.
For Cn1ncc2c(NNC(=O)c3ccc(O)cc3)ncnc21 the results were Apaf1 inhib 2, 697 NFkB inh 11, CCR6 antagonist 1, EBI2 antag -11, SENP8 inh 0, Jurkat NFkB inh 1, Gli-Sufu antag 1 and UBC13 inh 2.
`COc1ccc(CC(=O)NCc2nc(-c3ccccc3)no2)cc1` gave Apaf1 inhib -10, 697 NFkB inh 8, CCR6 antagonist 8, EBI2 antag -13, SENP8 inh 3, Jurkat NFkB inh 3, Gli-Sufu antag 9 and UBC13 inh 3.
Cc1cc(C(C)(C)C)oc1C(=O)N(CC(=O)NC1CCCC1)c1ccc(F)cc1 was read as Apaf1 inhib 2, 697 NFkB inh -47, CCR6 antagonist 6, EBI2 antag 7, SENP8 inh -1, Jurkat NFkB inh 2, Gli-Sufu antag 15 and UBC13 inh -5.
Screening COc1ccc(-c2nc(SC(CC(=O)NCc3ccccc3)c3ccc(OC)c(OC)c3)n[nH]2)cc1 (stereo not drawn) returned Apaf1 inhib 4, 697 NFkB inh -5, CCR6 antagonist 16, EBI2 antag 7, SENP8 inh 0, Jurkat NFkB inh -4, Gli-Sufu antag 0 and UBC13 inh -36.
`COc1ccc([N+](=O)[O-])c(OC)c1C(=O)NC(=O)Nc1c(C)cccc1C` gave Apaf1 inhib 4, 697 NFkB inh -18, CCR6 antagonist 7, EBI2 antag -1, SENP8 inh -4, Jurkat NFkB inh -7, Gli-Sufu antag 6 and UBC13 inh -8.
For CC1=CS(=O)(=O)CC1Sc1ncn[nH]1 (stereo not drawn) the results were Apaf1 inhib -2, 697 NFkB inh -2, CCR6 antagonist -2, EBI2 antag -6, SENP8 inh -5, Jurkat NFkB inh -1, Gli-Sufu antag -4 and UBC13 inh -9.
Screening CCCN(CC(=O)Nc1ccccc1OC)C(=O)CCC(=O)c1ccc(OCC)cc1 returned Apaf1 inhib 3, 697 NFkB inh 17, CCR6 antagonist 12, EBI2 antag -5, SENP8 inh -10, Jurkat NFkB inh -4, Gli-Sufu antag -8 and UBC13 inh 3.
CCO[C@@H]1OC(C(=O)N2CCN(Cc3ccc4c(c3)OCO4)CC2)=C[C@H](C)[C@H]1CCCO was read as Apaf1 inhib -1, 697 NFkB inh -2, CCR6 antagonist 4, EBI2 antag -8, SENP8 inh 3, Jurkat NFkB inh 20, Gli-Sufu antag 1 and UBC13 inh -2.
For O=C(N=C1SC2CS(=O)(=O)CC2N1c1ccc(Cl)cc1Cl)C1CC1 (stereo not drawn) the results were Apaf1 inhib -3, 697 NFkB inh -8, CCR6 antagonist 7, EBI2 antag -2, SENP8 inh 3, Jurkat NFkB inh 3, Gli-Sufu antag -8 and UBC13 inh -5.
Screening COc1ccccc1NC(=O)CN1CCC(C(=O)c2ccc(F)cc2)CC1 returned Apaf1 inhib 17, 697 NFkB inh -24, CCR6 antagonist 18, EBI2 antag 4, SENP8 inh 4, Jurkat NFkB inh 0, Gli-Sufu antag 16 and UBC13 inh 45.
For COc1cccc(NC(=O)c2nc3nc(C)cc(C(F)F)n3n2)c1 the results were Apaf1 inhib 5, 697 NFkB inh 12, CCR6 antagonist 5, EBI2 antag -2, SENP8 inh -8, Jurkat NFkB inh -4, Gli-Sufu antag -6 and UBC13 inh 5.
`Cc1[nH]c2ccc(-c3n[nH]c(=S)n3-c3ccccc3)cc2c1C` gave Apaf1 inhib 1, 697 NFkB inh -1, CCR6 antagonist 11, EBI2 antag 11, SENP8 inh -2, Jurkat NFkB inh 0, Gli-Sufu antag -1 and UBC13 inh 4.
`O=C(OCC(=O)N1CCN(c2ccccc2)CC1)c1ccc2ccccc2n1` gave Apaf1 inhib -6, 697 NFkB inh 29, CCR6 antagonist -11, EBI2 antag -11, SENP8 inh 5, Jurkat NFkB inh 9, Gli-Sufu antag -3 and UBC13 inh 11.
Screening Cc1cc(NC(=O)CSc2nnc(-c3ccccc3F)n2N)no1 returned Apaf1 inhib -6, 697 NFkB inh -2, CCR6 antagonist -1, EBI2 antag -4, SENP8 inh 4, Jurkat NFkB inh 1, Gli-Sufu antag -7 and UBC13 inh 1.
`COc1cc2ccccc2nn1` gave Apaf1 inhib -6, 697 NFkB inh 5, CCR6 antagonist -1, EBI2 antag 3, SENP8 inh -3, Jurkat NFkB inh 8, Gli-Sufu antag 6 and UBC13 inh 6.
`CCN(CC)C(=O)N(CC)Cc1ccccc1` gave Apaf1 inhib -18, 697 NFkB inh -4, CCR6 antagonist 10, EBI2 antag 3, SENP8 inh 5, Jurkat NFkB inh -2, Gli-Sufu antag -3 and UBC13 inh 6.
Screening CN(C(=O)CSc1nnc(CN2CCCC2)n1Cc1ccccc1)c1ccccc1 returned Apaf1 inhib 9, 697 NFkB inh 26, CCR6 antagonist 6, EBI2 antag 5, SENP8 inh 17, Jurkat NFkB inh 5, Gli-Sufu antag 9 and UBC13 inh 2.
c1cncc(-c2csc(-c3cccnc3)n2)c1 was read as Apaf1 inhib -1, 697 NFkB inh 0, CCR6 antagonist 2, EBI2 antag -10, SENP8 inh -11, Jurkat NFkB inh 3, Gli-Sufu antag 0 and UBC13 inh 4.
CC(NC(=O)C1CCCN(S(=O)(=O)c2ccc(-n3cnnn3)cc2)C1)c1ccc(F)cc1 (stereo not drawn) was read as Apaf1 inhib 6, 697 NFkB inh 6, CCR6 antagonist 5, EBI2 antag -5, SENP8 inh -5, Jurkat NFkB inh -18, Gli-Sufu antag 2 and UBC13 inh 4.
For CCOc1ccc(C(=O)Oc2cc(C)[nH]c(=O)c2[N+](=O)[O-])cc1OCC the results were Apaf1 inhib -3, 697 NFkB inh 0, CCR6 antagonist 5, EBI2 antag 1, SENP8 inh 5, Jurkat NFkB inh 2, Gli-Sufu antag -2 and UBC13 inh 0.
CS(=O)(=O)N(CC(=O)Nc1ccc(Cl)c(Cl)c1)C1CCCCC1 was read as Apaf1 inhib 18, 697 NFkB inh -11, CCR6 antagonist -10, EBI2 antag 1, SENP8 inh 5, Jurkat NFkB inh -3, Gli-Sufu antag 3 and UBC13 inh 3.
Screening O=C(CN1CCN(Cc2ccc3c(c2)OCO3)CC1)NCC(F)(F)F returned Apaf1 inhib 4, 697 NFkB inh -7, CCR6 antagonist -5, EBI2 antag -1, SENP8 inh 2, Jurkat NFkB inh 19, Gli-Sufu antag -15 and UBC13 inh 3.

Among those listed so far, 3 contain two or more sulfur atoms.
Screening CC(OC(=O)CCN=C1NS(=O)(=O)c2ccccc21)C(=O)Nc1ccc(S(N)(=O)=O)cc1 (stereo not drawn) returned Apaf1 inhib -6, 697 NFkB inh 12, CCR6 antagonist 2, EBI2 antag 3, SENP8 inh 3, Jurkat NFkB inh -2, Gli-Sufu antag 4 and UBC13 inh -19.
For CC1=CS(=O)(=O)CC1Sc1ncn[nH]1 (stereo not drawn) the results were Apaf1 inhib -2, 697 NFkB inh -2, CCR6 antagonist -2, EBI2 antag -6, SENP8 inh -5, Jurkat NFkB inh -1, Gli-Sufu antag -4 and UBC13 inh -9.
For O=C(N=C1SC2CS(=O)(=O)CC2N1c1ccc(Cl)cc1Cl)C1CC1 (stereo not drawn) the results were Apaf1 inhib -3, 697 NFkB inh -8, CCR6 antagonist 7, EBI2 antag -2, SENP8 inh 3, Jurkat NFkB inh 3, Gli-Sufu antag -8 and UBC13 inh -5.

(continued)
CCOP(=O)(OCC)c1nc(-c2ccc(F)cc2)oc1NCc1ccccc1 was read as Apaf1 inhib 23, 697 NFkB inh 2, CCR6 antagonist 12, EBI2 antag 0, SENP8 inh -1, Jurkat NFkB inh 4, Gli-Sufu antag 21 and UBC13 inh 11.
CSc1ccc(/C=C(\C#N)C(=O)NC2CCCCC2)cc1 was read as Apaf1 inhib 5, 697 NFkB inh -23, CCR6 antagonist 0, EBI2 antag 17, SENP8 inh 1, Jurkat NFkB inh 6, Gli-Sufu antag -1 and UBC13 inh 2.
Cc1ccccc1NC(=O)Cc1ccccc1 was read as Apaf1 inhib -2, 697 NFkB inh -10, CCR6 antagonist -5, EBI2 antag -4, SENP8 inh -1, Jurkat NFkB inh -5, Gli-Sufu antag 0 and UBC13 inh 5.
For S=C(NCCN1CCOCC1)N1CCN(c2cccc(Cl)c2)CC1 the results were Apaf1 inhib -2, 697 NFkB inh 5, CCR6 antagonist 10, EBI2 antag 12, SENP8 inh 4, Jurkat NFkB inh 26, Gli-Sufu antag -11 and UBC13 inh 4.
Screening CC(C)C[C@H](NC(=O)N1CC(=O)Nc2ccccc21)C(=O)N1CCC[C@H]1C(=O)O returned Apaf1 inhib 2, 697 NFkB inh -9, CCR6 antagonist 11, EBI2 antag 0, SENP8 inh -15, Jurkat NFkB inh -5, Gli-Sufu antag 0 and UBC13 inh -9.
Screening N#Cc1nc(-c2ccccc2F)oc1NCCc1ccccc1 returned Apaf1 inhib 23, 697 NFkB inh -33, CCR6 antagonist 5, EBI2 antag 6, SENP8 inh -6, Jurkat NFkB inh -18, Gli-Sufu antag -25 and UBC13 inh 10.
Screening Cc1cc(C(F)(F)F)nn1CC(=O)N1CCOCC1 returned Apaf1 inhib -18, 697 NFkB inh 0, CCR6 antagonist 1, EBI2 antag -13, SENP8 inh 8, Jurkat NFkB inh -15, Gli-Sufu antag 2 and UBC13 inh 6.
For CN(Cc1ccco1)C(=O)CN1C(=O)NC2(CCCC2)C1=O the results were Apaf1 inhib 4, 697 NFkB inh 1, CCR6 antagonist 6, EBI2 antag -2, SENP8 inh -1, Jurkat NFkB inh -4, Gli-Sufu antag 5 and UBC13 inh -11.
CCC(=O)N1CCN(c2ccc(NC(=O)c3ccc4ccccc4c3)cc2)CC1 was read as Apaf1 inhib -2, 697 NFkB inh -1, CCR6 antagonist 19, EBI2 antag 3, SENP8 inh -7, Jurkat NFkB inh 1, Gli-Sufu antag -13 and UBC13 inh -6.
O=C(c1ccc(N2CCN(C3CC(=O)N(c4ccc(F)cc4)C3=O)CC2)cc1)c1cccnc1 (stereo not drawn) was read as Apaf1 inhib -18, 697 NFkB inh 12, SENP8 inh 5, Jurkat NFkB inh 1 and UBC13 inh 1.

Screens from PubChem.

These rows are one share of the data; the hit share may differ from the screen's.
